Screening results deposited in PubChem by several laboratories.
eIF4E 4G PPI = inhibitors of eIF4E and eIF4G interaction in translation initiation; P63073+Q04637; TR-FRET eIF4E-eIF4GI(517-606) binding, 2 h; inhibition, % at 21.7 µM; 220,000 tested, 0.37% active; AID 782;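 active = inhibition above about 30%, limit read from the data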;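 note: 0% = full FRET control wells and 100% = background wells lacking eIF4GI fragment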
Rad51 HR inh = Rad51 (human) homologous recombination inhibition. inhibition, % at 10 µM. Q06609. hRad51 DNA strand exchange, fluorescence dequenching. 200,000 tested, 0.085% active;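 active = inhibition above 40% at the single screening dose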;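 note: 0% = DMSO control wells and 100% = blanks with heterologous ssDNA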
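Material: Human Rad51 nucleoprotein filaments preassembled on unlabelled ssDNA | Also added: Labelled 47-mer dsDNA for strand exchange | Dosing: Single dose, 10 µM final compound | Schedule: 30-min compound preincubation and 15-min exchange, both room temperature | Technique: Fluorescence dequenching at 485/520 nm | Measure: Percent inhibition relative to plate controls and blanks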
KCC2 mod = modulates chloride dependent transport by human KCC2; KCC2 cells, thallium flux FluoZin-2 fluorescence; B-score of Tl+ flux slope (higher = more flux/activation; lower = inhibition) at 10 µM; 190,000 tested, 2.2% active; AID 1456;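 active = thallium flux slope and its plate-corrected score both differing from the plate sample mean at a set confidence after two filtering rounds, in either direction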;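 note: slope of fluorescence scaled to starting intensity during 10 to 20 s after thallium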
Target sequence (Q9H2X9 whole entry, looked up): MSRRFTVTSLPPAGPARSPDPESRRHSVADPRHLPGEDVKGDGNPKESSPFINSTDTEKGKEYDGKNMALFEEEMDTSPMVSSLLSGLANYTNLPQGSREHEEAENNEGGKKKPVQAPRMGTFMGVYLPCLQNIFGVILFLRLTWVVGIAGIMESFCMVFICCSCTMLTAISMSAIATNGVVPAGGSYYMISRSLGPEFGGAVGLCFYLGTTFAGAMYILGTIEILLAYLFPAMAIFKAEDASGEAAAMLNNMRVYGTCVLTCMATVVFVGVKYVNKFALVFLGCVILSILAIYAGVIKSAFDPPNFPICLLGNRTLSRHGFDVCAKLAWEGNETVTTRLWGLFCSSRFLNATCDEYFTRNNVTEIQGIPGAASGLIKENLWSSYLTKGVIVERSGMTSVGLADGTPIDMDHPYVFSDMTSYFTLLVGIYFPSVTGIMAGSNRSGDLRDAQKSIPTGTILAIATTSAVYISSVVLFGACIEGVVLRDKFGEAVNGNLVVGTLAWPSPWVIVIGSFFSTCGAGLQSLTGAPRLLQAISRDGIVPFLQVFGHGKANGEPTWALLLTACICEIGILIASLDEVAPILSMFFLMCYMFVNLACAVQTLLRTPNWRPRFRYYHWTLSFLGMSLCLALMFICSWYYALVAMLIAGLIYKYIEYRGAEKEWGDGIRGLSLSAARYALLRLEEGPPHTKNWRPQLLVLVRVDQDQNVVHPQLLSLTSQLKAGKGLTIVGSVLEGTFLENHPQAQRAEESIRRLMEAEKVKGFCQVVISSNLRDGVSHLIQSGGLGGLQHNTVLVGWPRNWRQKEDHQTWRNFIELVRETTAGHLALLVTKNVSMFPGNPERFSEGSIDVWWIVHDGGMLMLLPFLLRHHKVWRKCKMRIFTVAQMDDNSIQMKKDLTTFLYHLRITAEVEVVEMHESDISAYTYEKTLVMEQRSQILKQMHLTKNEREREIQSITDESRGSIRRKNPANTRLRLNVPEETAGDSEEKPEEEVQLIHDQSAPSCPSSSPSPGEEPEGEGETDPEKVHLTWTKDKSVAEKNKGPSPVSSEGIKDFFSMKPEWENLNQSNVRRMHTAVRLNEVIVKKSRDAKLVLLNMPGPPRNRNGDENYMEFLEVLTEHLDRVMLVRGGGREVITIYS
EBV gp42 block = inhibitors of Epstein-Barr virus glycoprotein 42; 220,000 tested, 0.42% active; Q1HVG2; AID 1085; inhibition, % (tested at 21.74 µM); Fluorescence polarization binding assay, mP read-out; in the data active = inhibition above about 50%
m-calpain inh = calpain II (pig) inhibition. AID 1236. inhibition, % at 16 µM. purified calpain II, fluorogenic peptide substrate, 30 min. 220,000 tested, 0.37% active;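 active = inhibition above about 50%, limit read from the data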
zVAD death inh = blocks zVAD induced death of L929 cells | 220,000 tested, 0.38% active | L929 zVAD necroptosis rescue, ATP luminescence, 24 h; with zVAD 60 µM | viability rescue, % at 10 µM | AID 1377;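 active = activation, scaled between plate controls, above about 75%, limit read from the data; inactive = activation under that limit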;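 note: 0% = zVAD with DMSO and 100% = DMSO alone without zVAD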
MDM2 E3 inh = Mdm2 E3 ligase (human) inhibition; Q00987; cell-based MDM2 ubiquitination luciferase reporter, 2 h; 0 = plate control, 100 = twice control, blank-subtracted; signal enhancement, % at 5 µM; 210,000 tested, 0.11% active;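 active = signal enhancement of 30% or more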;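 note: luminescence tracks abundance of the self-degrading MDM2-luciferase fusion protein; higher signal means inhibition of MDM2 E3 ligase activity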
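Test system: stable mammalian line carrying autodegrading MDM2–luciferase fusion reporter; quantity: 2000 cells in each well; times: 4 h cell settling then 2 h compound exposure, 37 °C; detection: luminescence with SteadyLite reagent, 15 min at room temperature; evaluation: percent signal gain over controls, blank-subtracted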
TNF death inh = inhibitors of TNF-alpha induced necroptosis in Jurkat FADD-/- cells; activation (protection from cell death), % at 10 µM; AID 463075; Jurkat FADD-/- TNF necroptosis rescue, ATP luminescence, 24 h; 0 = TNF only, 100 = no-TNF cells; 220,000 tested, 0.068% active;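 active = activation, meaning protection from cell death, of at least 50% relative to plate controls; inactive = activation below 50%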;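 note: necroptosis triggered by 40 ng/mL TNF-alpha added together with compound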
PERK inh = human PERK inhibition, primary cell-based screen; CHO PERK-DD fusion, SEAP luminescence translation reporter; inhibition, % at 5.6 µM; 220,000 tested, 0.17% active; AID 1416;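 active = inhibition above the mean inhibition of all tested compounds plus 3 SD, set separately per screening campaign, cut at about 2.9% in these data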;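 note: PERK kinase domain activated by AP20187 dimerizer at 100 nM; 0% = DMSO with dimerizer and 100% = rapamycin at 8.4 µM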
* hit, by the source's call; · = not tested or not shown; [ ] = dose if it differs, or a comment.

SMILES | eIF4E 4G PPI | Rad51 HR inh | KCC2 mod | EBV gp42 block | m-calpain inh | zVAD death inh | MDM2 E3 inh | TNF death inh | PERK inh
COc1ccc(NC(=O)C2CC(c3cc(OC)c(OC)c(OC)c3)=NO2)cc1OC (centres undefined) | -4 | 5 | 0.62 | -19 | -14 | 0.2 | -5 | -1.8 | -0.6
Cc1cccc(/N=C/c2c(O)cc(C)oc2=O)n1 | -2 | -10 | 0.59 | -5 | -13 | 1.7 | -11 | 0.2 | 1.2
CC(OC(=O)CCc1c[nH]c2ccccc12)C(=O)c1ccccc1 (centres undefined) | -1 | 7 | -1.5 | 2 | 11 | 4.4 | -9 | 1.1 | -0.7
CSc1nc2ccc(NC(=O)NC(=O)c3c(F)cccc3F)cc2s1 | 4 | -6 | -0.15 | -20 | 11 | -0.6 | -16 | -11 | -0.3
COc1cc(N=c2c([N+](=O)[O-])nn(-c3ccc4c(c3)OCCO4)n2O)cc(OC)c1 | -1[fluorescence artefact?] | · | 0.83 | 12 | 11 | 0.4 | · | -13 | -1.7
NC(=O)C1CCN(C(=O)C2c3ccccc3C(=O)N3CCc4ccccc4C23)CC1 (centres undefined) | 2 | -5 | · | -2 | 13 | 0.1 | 4 | -1.6 | 0.6
Fc1cccc2sc(Nc3nc4cc5c(cc4s3)OCO5)nc12 | 6 | 3 | 23* | -8 | -132 | 0.8 | -5 | 1.2 | 0.7
CCN(CC)CCOC(=O)c1ccc(NC(=O)C2(c3ccccc3)CCCC2)cc1 | -5 | 4 | 0.41 | -11 | 1 | -0.4 | -6 | -9.0 | -1.2
O=C(CN1CCN(c2ccc(F)cc2)CC1)Nc1ccc(F)c(F)c1 | -4 | -1 | · | 7 | -13 | 1.1 | -10 | 3.0 | -0.1
CCCn1cc(NC(=O)c2cc3n(n2)C(C(F)(F)F)CC(c2ccccc2)N3)cn1 (centres undefined) | 2 | 4 | -1.8 | -2 | 14 | 1.0 | -10 | 0.9 | 0.2
CC1CC(C)CN(S(=O)(=O)c2ccc(C(=O)NCc3ccco3)cc2)C1 (centres undefined) | 1 | 3 | -0.066 | 2 | -23 | 8.0 | -5 | -0.2 | -0.2
Cc1ccc(CN2CCN(Cc3cc(=O)c4ccccc4[nH]3)CC2CCO)o1 (centres undefined) | 5 | 28 | 0.0028 | -12 | -20 | 8.9 | -1 | 0.1 | 0.4
COc1cc(/C=N/NC(=O)c2[nH]nc3c2CCc2ccccc2-3)ccc1O | -1 | 9 | -0.88 | 5 | -30 | 18 | -8 | 0.0 | 0.0
CCOc1ccc(CCNC(=O)Cn2c(-c3nonc3N)nc3ccccc32)cc1OCC | 4 | 2 | -1.7 | -5 | 17 | -0.7 | -16 | 1.4 | -0.5
CC1CC(C)(C)NC(=S)N1CCCC(=O)NCc1ccccc1 (centres undefined) | -1 | 5 | 0.5 | 6 | -20 | 0.5 | -1 | 0.9 | -0.1

Random excerpt: two entries already listed
SMILES | eIF4E 4G PPI | Rad51 HR inh | KCC2 mod | EBV gp42 block | m-calpain inh | zVAD death inh | MDM2 E3 inh | TNF death inh | PERK inh
Cc1ccc(CN2CCN(Cc3cc(=O)c4ccccc4[nH]3)CC2CCO)o1 (centres undefined) | 5 | 28 | 0.0028 | -12 | -20 | 8.9 | -1 | 0.1 | 0.4
CCN(CC)CCOC(=O)c1ccc(NC(=O)C2(c3ccccc3)CCCC2)cc1 | -5 | 4 | 0.41 | -11 | 1 | -0.4 | -6 | -9.0 | -1.2

Next section.
SMILES | eIF4E 4G PPI | Rad51 HR inh | KCC2 mod | EBV gp42 block | m-calpain inh | zVAD death inh | MDM2 E3 inh | TNF death inh | PERK inh
NC(=O)c1ccc(NC(=O)c2cnc3ccccc3n2)cc1 | -1 | 2 | 0.53 | 2 | -14 | 2.3 | -2 | 0.3 | 0.2
CCCOC(=O)c1sc2nc3c(cc2c1N)C(=O)CCC3 | -28[fluorescence artefact?] | 4 | · | -26 | -58 | 1.5 | -16 | 0.0 | 1.7
C=CCn1c(Cc2ccc(OC)cc2)nnc1SCC(N)=O | 0 | -6 | 0.58 | -20 | -8 | 0.0 | 9 | 1.0 | -0.1
COc1ccc(S(=O)(=O)Nc2ccccc2C(=O)NC(C)(C)C)cc1OC | 3 | 3 | -2.6 | -2 | -32 | 0.2 | -26 | 0.8 | -0.2
CCN(CC)S(=O)(=O)c1ccc2c(c1)nc(CCC(=O)Nc1ccc3c(c1)OCO3)n2CC | 3 | · | -0.94 | -1 | 16 | -0.2 | 1 | 1.4 | -0.9
O=C(COC(=O)c1cn(-c2ccccc2)nc1-c1ccccc1)Nc1ncc(Cl)cc1Cl | -3 | -27 | -0.51 | -6 | -59 | 0.7 | · | 10 | 0.7
COc1ccc(OC)c(NC(=O)Nc2cc(NC(=O)Nc3cc(OC)ccc3OC)c(C)nc2C)c1 | 4 | · | -4.7 | 4 | 20 | · | -8 | 1.5 | -0.1
CCOC(=O)CCSc1nc(C(C)(C)C)cc(C(F)(F)F)c1C#N | 0[fluorescence artefact?] | -4 | 0.48 | -16 | 14 | 0.6 | · | 0.2 | 0.5
CCCCOC(=O)c1ccc(NC(=O)c2ccccc2OC)cc1 | -1[fluorescence artefact?] | -10 | 0.42 | 15 | 37 | 4.0 | -11 | 0.2 | -1.1
Cn1cc(C(=O)N/N=C/C(Br)=C/c2ccccc2)ccc1=O | -4[fluorescence artefact?] | -2 | 0.08 | -12 | 5 | 0.5 | -6 | 2.2 | 0.1
CCc1ccccc1NC(=O)CSc1nc2n[nH]c(C)c2c(=N)n1-c1cccc(OC)c1 | 3 | -8 | 0.27 | -1 | -36 | 3.9 | 4 | -8.7 | -1.3
CCc1cc2cc(C(=O)Nc3ccccc3F)sc2s1 | -7 | -11 | · | -5 | -45 | -0.1 | -15 | -2.0 | 0.2
Cc1ccc(Nc2nc(N)c(C#N)c(CC#N)c2C#N)cc1 | 3 | 4 | 0.68 | -1 | 18 | -1.4 | -91 | -4.2 | -0.2
COc1ccc(Oc2c(C)nc(SCC(=O)c3ccc(Cl)cc3)[nH]c2=O)cc1 | 3 | 8 | -2 | -13 | 13 | 0.7 | -10 | 3.6 | 1.1
OCCC1CN(Cc2ccon2)CCN1Cc1ccccc1 (centres undefined) | -1 | -4 | -0.31 | 0 | -1 | 2.0 | 1 | 0.2 | 0.8
CCCC(=O)Nc1ccc(C(=O)NN2C(=O)c3ccccc3C2=O)cc1 | 5 | -6 | -0.47 | -14 | 18 | 1.0 | -1 | 1.3 | 1.1
COc1ccccc1CNC(=O)c1cc(C)nn1-c1ccccc1 | -7 | 11 | 0.91 | -1 | -26 | 0.4 | -14 | 1.3 | -0.5
CN1C2=NCCN2C(=O)c2ccccc21 | -1 | 6 | -0.13 | -16 | -12 | -1.0 | · | 1.4 | -0.6
Cc1cccc(NC(=S)NC2CC3CCC(C2)N3Cc2ccco2)c1 (centres undefined) | -9[fluorescence artefact?] | 10 | -0.47 | -8 | -4 | -0.2 | -1 | -7.3 | -0.5
O=S(=O)(c1cccc2nsnc12)N1CCN(c2ccc(F)cc2)CC1 | 5 | 4 | -0.32 | -6 | 6 | 1.6 | -11 | 1.2 | 0.9
O=C(CN1CC(c2ccccc2)CC1=O)OCc1cccc(Br)c1 (centres undefined) | -4 | -7 | · | -28 | 16 | -0.2 | -3 | -1.6 | -0.3
COC(=O)CSc1nccc(-c2ccc(F)cc2)c1C#N | 3 | 14 | -2.6 | -3 | -4 | 2.2 | -9 | 0.8 | 0.4
Cc1ccc(C(=O)COC(=O)CCC(=O)Nc2cccc(Cl)c2)cc1[N+](=O)[O-] | 6 | -1 | -0.84 | -9 | 6 | 0.7 | -4 | -0.4 | 1.2
Cc1c(C(=O)CN2CCOCC2)[nH]c2ccccc12 | 6 | -13 | 0.35 | -8 | 10 | -0.2 | -28 | -4.6 | 0.7
COc1ccc(-c2cc(C(F)(F)F)nc(NC3CCCC3)n2)cc1OC | 0 | 8 | · | -1 | -43 | 3.5 | -12 | 0.1 | -0.6
COc1cc(C2=NOC(C(=O)NC3CCCCC3)C2)cc(OC)c1OC (centres undefined) | 4 | 3 | 0.15 | -18 | 10 | 0.6 | 1 | 0.4 | -0.3
Cc1ccc(-c2ccc(=O)n(CC(=O)NCCN(C)C)n2)cc1 | 4 | 1 | 0.26 | 0 | -20 | 0.0 | -13 | -5.5 | 1.0
CC(C)(C)C(=O)N1CCN(c2c(Cl)cccc2[N+](=O)[O-])CC1 | 4 | 5 | -0.028 | -4 | -7 | -0.2 | -2 | -5.4 | -1.1
CC(=O)Nc1ccc(-n2c(=O)c3ccccc3c3ccccc3c2=O)cc1 | 4 | -1 | -2.5 | 4 | 16 | 7.8 | -3 | 2.0 | -0.1
CCc1nnc(N/N=C/c2ccc(N3CCC(C)CC3)c([N+](=O)[O-])c2)n1N | 13[fluorescence artefact?] | 5 | -0.32 | 0 | 26 | 1.4 | 7 | -0.1 | -0.7
CCCCC1CCC(c2ccc(C(N)=O)cc2)CC1 (centres undefined) | 1 | 7 | 0.53 | -9 | 25 | 1.9 | -25 | 2.6 | 1.0
O=C(NCC1CCCCC1)c1ccco1 | 1[fluorescence artefact?] | -6 | -0.29 | 1 | 12 | -0.3 | -11 | -1.0 | 0.7
CCCCCc1ccc(-c2nnc(N)s2)cc1 | 1 | -7 | · | -14 | -1 | -0.1 | -2 | 0.0 | 0.3
CC(C)(C)c1nnc(N/N=C/c2ccc(O)cc2)n(N)c1=O | -4 | 8 | 1.3 | -5 | 27 | 1.4 | 2 | -5.7 | 0.7
CN(C)c1nc(N2CCN(c3ccccc3)CC2)c(C#N)c(=O)o1 | 1 | -4 | · | 3 | -16 | 1.0 | -12 | -2.6 | 1.0
COc1ccc(CNC(=O)c2ccc3c(c2)NC(=O)C(C)S3)cc1 (centres undefined) | -3 | · | 0.48 | -9 | -6 | 2.3 | -2 | -0.3 | 0.6
COc1cc(NC(=O)C2CCN(S(=O)(=O)c3ccc(Cl)cc3)CC2)ccc1-n1cnnn1 | 4 | -3 | 0.02 | 16 | -25 | -0.6 | -15 | -13 | -0.3
O=C(O)CCc1ccc(-c2ccccc2)n1-c1cccc(O)c1 | 13 | -6 | 0.0016 | -15 | -74 | -0.1 | -30 | -0.1 | 1.0
Cn1c(C(=O)Nc2ccc3c(c2)OCO3)cc2sccc21 | 5[fluorescence artefact?] | 7 | -1.3 | -6 | 39 | 0.2 | -23 | -2.1 | -0.9
COC(=O)CN(c1nc(C)c(Br)c(OC)n1)S(=O)(=O)c1ccc(C)cc1 | 5 | 5 | -0.61 | -15 | 13 | -0.3 | -8 | -2.7 | -0.5
O=C(Nc1cccc(S(=O)(=O)Nc2ccccc2Cl)c1)c1ccc(N2CCCC2)c([N+](=O)[O-])c1 | 0 | -4 | 0.013 | -3 | -22 | 0.7 | 6 | 2.4 | -0.3
N#C/C(=C\c1cn(CC(=O)N2CCCCC2)c2ccccc12)C(=O)NCc1ccc2c(c1)OCO2 | -10 | 7 | -0.56 | -65 | -32 | 0.1 | -2 | 1.6 | 0.7
Cc1nn(C)c2c(=O)c(=O)c2n(C)[nH]1 | 0 | · | 0.65 | -11 | -16 | -0.4 | 1 | 2.7 | 1.4
COc1ccccc1Nc1cc(N2CCOCC2)c2nonc2c1[N+](=O)[O-] | 1 | 4 | 1.3 | 2 | -10 | 0.6 | -5 | -1.9 | -0.1
